# PrPC TRFRET = cell surface PrPC inhibition, primary TR-FRET screen; P04156; TR-FRET read-out; inhibition, % at 13.8 µM; hit rate 0.43% among 370,000; in the data active means inhibition above about 24%; further: 0% = median of the test wells and 100% = reference compound wells
# CCHF vOTU inh = blocks the CCHF virus ovarian tumor domain protease | inhibition, % at 11.5 µM | hit rate 0.55% among 370,000 | CCHFV vOTU protease, Pep-AMC fluorescence; in the data active means inhibition above about 30%; further: 0% = vehicle wells with enzyme and 100% = no enzyme wells
# TcdB GH inh = inhibitors of Clostridioides difficile toxin B glycohydrolase; inhibition, % at 9.99 µM; TcdB glycohydrolase enzymatic assay, plate reader; AID 652162; hit rate 0.24% among 350,000; in the data active means inhibition above about 10%
# * = called active by the depositor; & = joins results of further samples. The list is partial; the hit share may differ from the screen's.
# Order of values – PrPC TRFRET	CCHF vOTU inh	TcdB GH inh
C[C@@H]1CCCCO[C@H](CN(C)Cc2ccncc2)[C@@H](C)CN([C@H](C)CO)C(=O)c2cc(N(C)C)ccc2O1
  -5.7	4.0	-11.2&-20.2
Cc1sc(-n2c(C)cc(C=C3C(=O)NC(=O)NC3=O)c2C)c(C#N)c1C
  8.2	-0.4	0.3
CC(C)(C)OC(=O)C(Oc1ccccc1[N+](=O)[O-])C(=O)OC(C)(C)C
  -2.0	13.2	1.8
CC[C@@H]1c2ccccc2[C@@H]2CC[C@H]1N2c1ccccc1
  3.3	2.2	1.3
CCCCN1CC(COCc2ccccc2)Oc2cccc(N3CCCCC3)c2S1(=O)=O (stereo unspecified)
  7.0	10.9	-10.3
O=C1NC(Cc2ccccc2)c2nc3ccccc3c(=O)n2-c2ccc(Cl)cc21 (stereo unspecified)
  -5.2	-5.7	1.1
COC(=O)[C@]12C[C@H](CC(=O)NCc3cccc4ccccc34)C(=O)N(Cc3ccccc3)C1=C[C@H](C1CCCC1)O[C@@H]2C
  1.3	8.8	0.2
CCCCCCCCN1C(=O)[C@@H](CC(=O)NCCC(C)C)C[C@@]2(C(=O)OC)C1=C[C@H](C1CCCC1)O[C@@H]2C
  -5.1	-0.2	0.1
CCc1ccc(N2C=C(C(=O)OC)C(c3ccccc3F)C(C#N)=C2N)cc1 (stereo unspecified)
  1.5	8.6	0.1
C#CCNC(=O)C[C@@H]1C[C@@]2(C(=O)OCC)CCCC=C2N(Cc2ccccc2)C1=O
  -1.9	-2.0	-1.1
CCOC(=O)C(C)(C)CC#CCN(CC#Cc1ccccc1)S(=O)(=O)c1ccc(C)cc1
  5.3	10.2	0.4
Cc1nn2c(-c3cccc(NC(=O)CN4CCOCC4)c3)nnc2c2ccccc12
  6.3	4.2	-0.3
CCOC(=O)C1=C(C(=O)OCC)C2N(Cc3ccc(C#N)cc3)c3ccccc3[C@@]23C[C@@H](C(=O)OC)N(S(=O)(=O)c2ccc(F)cc2)C3=N1 (stereo partly specified)
  -3.0	2.5	-0.3
CN1C(=O)c2cc(NC(=O)c3ccc(F)cc3)ccc2OC[C@H]2O[C@H](CC(=O)NC3CCC3)CC[C@H]21
  -3.8	-6.4	0.9
COc1ccc(-c2ccccc2C2Cc3nnccc3CN2C(=O)Nc2ccccc2)cc1 (stereo unspecified)
  4.3	9.8	0.5
CN(c1ccc(NC(=O)CCc2cn(Cc3ccc(Br)cc3)c3ccccc23)cc1)c1ccccn1
  13.0	-0.7	-0.6
COc1cccc(-c2ncn(CCc3ccccc3OC)c2CC(C)C)c1
  10.2	21.6	1.3
CCC(CC)C(C(=O)NCc1ccccc1)N(C)Cc1ccc(Cl)c(Cl)c1 (stereo unspecified)
  -1.0	12.3	-0.6
Fc1ccc(CN2CCN(c3ncc(Cc4ccccc4)cn3)CC2)c(Cl)c1
  -0.4	-8.4	1.7
COC(=O)[C@@]12C[C@@H](CC(=O)N3CCC(c4ccccc4)CC3)C(=O)N(Cc3cccc4ccccc34)C1=CCC(C)(C)C2
  -1.6	6.5	0.7
Fc1ccc(Oc2ccnc(Cl)n2)c(Cl)c1
  8.3	2.1	1.0
O=C(C(=O)N1CCC(CNS(=O)(=O)c2ccccc2OC(F)(F)F)CC1)c1cc2ccccc2o1
  0.0	11.5	0.7
COc1ccc(NC(=O)C(c2ccccc2)n2c(=O)c(-c3cc4ccccc4[nH]3)nc3ccccc32)cc1 (stereo unspecified)
  1.5	1.2	1.0
C=CS(=O)(=O)N[C@@H](CSSC[C@H](NS(=O)(=O)C=C)C(=O)OC)C(=O)OC
  -2.9	1.1	-1.6
CN1C(=O)/C(=C/c2cn(CC(=O)NCc3ccco3)c3ccccc23)NC1=S
  -10.9	-4.6	-0.7
CCN(CC)C(=O)[C@H]1C[C@@H]2[C@H](C[C@@H](c3ccccc3)[C@H]1C)N(c1ccc(F)cc1)C(=O)N2C/C=C(\C)CCC=C(C)C
  0.3	17.2	0.5
Cc1ccc(S(=O)(=O)N2C3CCCCC3O[C@H]2CC(=O)c2cccc3ccccc23)cc1 (stereo partly specified)
  -4.1	-2.4	-0.7
Nc1sc(-c2ccccc2)cc1C(=O)N1CCNCC1
  3.2	-10.3	1.6
Cc1cccc(NC(=O)CNC(=O)[C@H](CCc2ccccc2)NC(=O)[C@H]2O[C@@H](n3cnc4c(N)ncnc43)[C@H](O)[C@@H]2O)c1C
  4.6	15.9	1.8
COc1cc2c(cc1OC)/C(=C/C(=O)OCc1ccccc1)OC2
  -5.2	14.4	0.5
CCOC(=O)c1cnc2c3c(noc13)CCC2
  -3.6	11.0	-0.2
C=CCN1C(=O)/C(=C2/Sc3ccc(OC)cc3N2C)SC1=Nc1ccc(OC)cc1
  0.8	7.6	0.0
COc1cccc(N2CCN(C(=O)c3ccc4nc(N5CCC(C)CC5)sc4c3)CC2)c1
  2.0	1.6	0.5
O=C(N[C@H](Cc1ccccc1)C(=O)NCc1ccco1)[C@H]1O[C@@H](n2ccc(=O)[nH]c2=O)[C@H](O)[C@@H]1O
  -1.0	1.7	1.6
COCc1cc(N2CCNC[C@@H]2C)ccc1N1CCN(Cc2ccccc2)[C@H](C)C1
  -6.9	1.6	-0.1
Nc1ncnc2c1ncn2[C@@H]1O[C@H](C(=O)N[C@@H](CCc2ccccc2)C(=O)N2CCN(C(=O)N3CCCCC3)CC2)[C@@H](O)[C@H]1O
  6.3	-10.1	1.4
CCOC(=O)C1=CCN(S(=O)(=O)c2ccc(F)cc2)C1c1ccc(F)cc1 (stereo unspecified)
  10.2	20.1	-2.5
CCC(C(=O)NC1CCCC1)n1c(C2CC2)nc2ccccc21 (stereo unspecified)
  -2.2	4.6	2.1
COC(=O)C1=C(C)N(C)C(=NCc2ccc(OC)cc2)NC1c1ccc(C(F)(F)F)cc1 (stereo unspecified)
  -11.6	-0.5	0.9
O=C(NC(C(=O)N1CCCC1C(=O)NC1CCCC1)c1ccccc1)c1cccs1 (stereo unspecified)
  -5.3	-1.5	1.4

# Reformatted: entries from further up
O=C(N[C@H](Cc1ccccc1)C(=O)NCc1ccco1)[C@H]1O[C@@H](n2ccc(=O)[nH]c2=O)[C@H](O)[C@@H]1O
  PrPC TRFRET: -1.0; CCHF vOTU inh: 1.7; TcdB GH inh: 1.6
COCc1cc(N2CCNC[C@@H]2C)ccc1N1CCN(Cc2ccccc2)[C@H](C)C1
  PrPC TRFRET: -6.9; CCHF vOTU inh: 1.6; TcdB GH inh: -0.1
Nc1ncnc2c1ncn2[C@@H]1O[C@H](C(=O)N[C@@H](CCc2ccccc2)C(=O)N2CCN(C(=O)N3CCCCC3)CC2)[C@@H](O)[C@H]1O
  PrPC TRFRET: 6.3; CCHF vOTU inh: -10.1; TcdB GH inh: 1.4
CCOC(=O)C1=CCN(S(=O)(=O)c2ccc(F)cc2)C1c1ccc(F)cc1 (stereo unspecified)
  PrPC TRFRET: 10.2; CCHF vOTU inh: 20.1; TcdB GH inh: -2.5

# The list continues:
SMILES	PrPC TRFRET	CCHF vOTU inh	TcdB GH inh
CCOC(=O)C1=CCN(S(=O)(=O)c2cccc(Cl)c2)C1c1cccc(Cl)c1 (stereo unspecified)	3.1	4.0	1.0
C=CCNc1ccc2c(c1)OC[C@@H](CC(C)C)NS2(=O)=O	-1.4	-9.1	-0.6
CC(=O)C1=C(C)N(Cc2ccc(Cl)cc2)C(=S)NC1c1ccc(Cl)cc1 (stereo unspecified)	15.3	4.2	-0.7
N#Cc1cccc(C(=O)C(=O)N2CCN(C(=O)OCc3ccccc3)CC2)c1	5.9	0.1	1.8
CCOC(=O)[C@]12CCCC=C1N(Cc1ccccc1)C(=O)[C@H](CC(=O)NCc1cccs1)C2	-4.5	7.7	-0.9
COc1ccc(NC(=O)C(C2CC2)n2c(=O)c(-c3ccco3)nc3ccccc32)cc1 (stereo unspecified)	2.5	-0.6	-0.6
COC(=O)C[C@@H]1CC[C@@H](NC(=O)NC2CCCC2)[C@@H](CO)O1	-3.4	0.5	1.1
O=C(Cc1ccc(-n2c(=O)c3ccccc3n(Cc3cccc([N+](=O)[O-])c3)c2=O)cc1)NCC1CCCO1 (stereo unspecified)	-11.0	0.7	-1.2
O=C1Nc2ccccc2-n2nnnc2C1N1CCN(c2ccc(C(F)(F)F)cn2)CC1 (stereo unspecified)	-5.1	5.9	1.5
O=C(NC1CCCC1)C(C1CC1)n1c(-c2ccncc2)nc2ccccc21 (stereo unspecified)	2.0	-1.6	0.2
CCC(c1nc2ccccc2[nH]1)n1c(=O)c(-c2ccccc2)nc2ccccc21 (stereo unspecified)	-3.6	1.8	-0.6
COC(=O)C1=C(C)N(Cc2ccccc2C(F)(F)F)C(=NCc2cccc(C(F)(F)F)c2)NC1c1cccc(Cl)c1 (stereo unspecified)	16.6	6.9	1.6
O=S1(=O)N[C@@H](Cc2ccccc2)COc2cccc(N3CCCCC3)c21	-8.0	9.3	0.8
COC(=O)C1=CN(c2ccc(N3CCOCC3)cc2)C(N)=C(C#N)C1c1ccccc1 (stereo unspecified)	-7.6	8.0	-0.9
O=C1C=C(OCCF)CC(c2cccc(Cl)c2)O1 (stereo unspecified)	4.5	0.8	0.1
Nc1nc2c(ncn2[C@@H]2O[C@H](C(=O)NCCCN3CCCC3=O)[C@@H](O)[C@H]2O)c(=O)[nH]1	-4.1	-3.2	1.0
COc1cccc(CNS(=O)(=O)c2ccccc2Br)c1	2.4	13.5	4.2
COC(=O)[C@]12CCCCC=C1N(CCc1ccc(OC)c(OC)c1)C(=O)[C@H](CC(=O)NCc1ccc(C)o1)C2	6.4	-1.7	0.7
Cc1cccc(C)c1NC(=O)C1(C)CSCC(=O)N1Cc1cccc(F)c1 (stereo unspecified)	1.6	1.8	-0.5
COc1cccc(CNC(=O)[C@H]2CCCN2C(=O)[C@H]2CCCN2C(=O)c2cc(F)cc(F)c2)c1	-6.5	1.2	0.6
COc1cc(N2C[C@@]3(O)CC[C@@H](O)[C@@H](OC)[C@@H]3[C@@](C)(O)[C@@H]2CC=C(C)C)cc(OC)c1OC	-8.9	-0.5	0.4
COC(=O)C1=C(C)N(Cc2ccccc2C(F)(F)F)C(=NCc2ccccc2C(F)(F)F)NC1c1ccc(C(F)(F)F)cc1 (stereo unspecified)	0.0	12.7	0.7
CCCCCCC12C(=Cc3cc4c(cc31)OCCO4)c1cc(OC)c(OC)cc1C(CC(=O)NC1CCCCC1)N2C(=O)OC (stereo unspecified)	6.1	-7.5	0.9
CO[C@@H]1CN(C)C(=O)c2cc(NC(=O)C3CC3)ccc2OC[C@H](C)N(C(=O)CN2CCOCC2)C[C@@H]1C	13.7	15.2	0.6
COC(=O)C1=CN(c2ccc3c(c2)OCO3)C(N)=C(C#N)C1c1cccc(F)c1 (stereo unspecified)	6.0	5.4	0.7
COC(=O)c1cc2c(c3c4cc(OC)ccc4n(S(=O)(=O)c4ccccc4)c13)C(=O)N(C)C2	6.4	9.3	0.6
O=C(NC1CCCCC1)C(c1ccncc1)n1c(=O)c(-c2cc3ccccc3[nH]2)nc2ccccc21 (stereo unspecified)	-13.8	-17.5	0.9
Nc1nc2c(ncn2[C@@H]2O[C@H](C(=O)NC3CCCCC3)[C@@H](O)[C@H]2O)c(=O)[nH]1	-2.8	-2.1	0.1
N#Cc1ccc2nc(-c3ccc(CN4CCC(n5cc(-c6ccccc6)[nH]c5=O)CC4)cc3)c(-c3ccccc3)nc2c1	-9.2	-4.0	1.0
COC(=O)C1=C(C)N(C)C(=NCc2ccccc2C(F)(F)F)NC1c1ccc(F)cc1 (stereo unspecified)	-10.2	4.6	1.1
CCCCCCCCN1C(=O)[C@@H](CC(=O)NCc2cccc(C(F)(F)F)c2)C[C@@]2(C(=O)OC)C1=C[C@H](C(C)(C)C)O[C@@H]2C	-2.5	1.9	2.5
COC(=O)[C@@]12C[C@@H](CC(=O)NCc3ccc(OC)c(OC)c3)C(=O)N(Cc3ccc4c(c3)OCO4)C1=CCC(C)(C)C2	10.3	12.3	0.0
O=C(N[C@@H](Cc1cccnc1)C(=O)N1CCC[C@H]1C(=O)NCc1ccccc1)c1ccccc1	-7.6	-9.3	2.2
Clc1cc(Cl)cc(CN2CCN(c3ncc(Cc4ccccc4)cn3)CC2)c1	-1.3	0.5	1.0
O=C(C(O)c1ccccc1)N1CCN(S(=O)(=O)c2ccc(F)c(F)c2)CC1 (stereo unspecified)	-5.7	2.6	0.0
COC(=O)c1cc2c(c3c4cc(C)ccc4n(S(=O)(=O)c4ccc(OC)cc4)c13)C(=O)N(Cc1ccccc1)C2	0.1	5.9	-0.6
Cc1cc2nc3c(=O)[nH]c(=O)nc-3n(C[C@H](O)[C@H](O)[C@H](O)CO)c2cc1C	-46.1	-4.3	0.4
C[C@H]1COc2cc(N3CCOCC3)ccc2S(=O)(=O)N1	-1.5	-5.2	0.6
O=C(Nc1cccc(Cl)c1)NN(c1ccccc1)C1CCS(=O)(=O)C1 (stereo unspecified)	5.8	8.6	0.4
C=CC[C@]12C[C@@]3(O[C@H](c4ccc(C(F)(F)F)cc4)N=C3C[C@H](c3ccc(OC)cc3)[C@H]1C)N(C1CCN(Cc3ccccc3)CC1)C2=O	7.0	0.8	-1.3
CCCc1ccc(-c2cc(NC(=O)Cc3c(C)[nH]c4ccccc34)ccc2N(C)c2cccnc2)cc1	16.6	39.5*	-9.5
NC(=O)[C@@H]1CCCN1C(=O)[C@H](CCc1ccccc1)NC(=O)[C@H]1O[C@@H](n2cnc3c(N)ncnc32)[C@H](O)[C@@H]1O	-5.1	0.7	0.8

# High-throughput results deposited in PubChem by several laboratories.
